# Source: PubChem (several laboratories)
# NCOA3 inh: inhibits human SRC3 coactivator | HEK293 GAL4-SRC3 luciferase reporter, luminescence | inhibition, % at 3.6 µM | hit rate 0.17% among 360,000;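 active = inhibition above a per-campaign cutoff, the mean of all compounds plus 3 SD, cut at about 60% in these data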;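 also: 0% = DMSO-treated cells and 100% = gossypol-treated cells at 36 µM; higher means less SRC3-driven luciferase light from the GAL4 reporter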
# SRC1 inh: inhibits human SRC1 coactivator; hit rate 0.12% among 360,000; Q15788; HEK293 GAL4-SRC1 luciferase reporter, luminescence; inhibition, % at 3.6 µM;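 active = inhibition above the campaign mean plus 3 SD, with each screening campaign given its own cutoff, cut at about 60% in these data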;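 also: 0% = DMSO treated cells and 100% = gossypol at 36 µM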
# SRC2 inh: human SRC2 (NCOA2) inhibition. HEK293 GAL4-SRC2 luciferase reporter, luminescence. inhibition, % at 9 µM. hit rate 0.17% among 370,000;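 active = inhibition above the mean inhibition of all tested compounds plus 3 SD, set per campaign, cut at about 52% in these data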;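 also: 0% = DMSO treated cells and 100% = cells given Gossypol at 36 µM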
# NOD2 RIPK2 PPI: inhibitors of human NOD2-RIPK2 interaction. AID 624267. inhibition, % at 4.98 µM. hit rate 0.38% among 360,000. CHO BLA complementation NOD2-RIPK2, CCF4 ratio; in the data active = inhibition above about 21%;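 also: 0% = vehicle only and 100% = reference blocker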
# Target sequence (O43353 whole entry, looked up): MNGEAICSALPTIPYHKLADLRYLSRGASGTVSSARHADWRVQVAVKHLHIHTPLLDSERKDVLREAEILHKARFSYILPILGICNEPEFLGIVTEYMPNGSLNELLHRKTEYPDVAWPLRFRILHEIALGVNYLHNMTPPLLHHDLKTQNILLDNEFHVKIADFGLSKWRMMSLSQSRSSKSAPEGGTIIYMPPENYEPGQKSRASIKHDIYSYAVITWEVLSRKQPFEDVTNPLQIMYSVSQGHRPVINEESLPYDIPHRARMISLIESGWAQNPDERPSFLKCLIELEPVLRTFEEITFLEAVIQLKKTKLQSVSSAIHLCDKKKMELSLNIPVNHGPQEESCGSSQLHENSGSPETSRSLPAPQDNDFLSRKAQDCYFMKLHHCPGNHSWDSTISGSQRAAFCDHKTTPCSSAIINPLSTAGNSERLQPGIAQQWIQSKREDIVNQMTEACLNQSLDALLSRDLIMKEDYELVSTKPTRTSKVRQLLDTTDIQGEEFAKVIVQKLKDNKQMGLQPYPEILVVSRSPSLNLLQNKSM
# LRH-1 inv ag: NR5A2 inverse agonism in reporter assay | inhibition, % at 3.6 µM | HEK293T StAR-luciferase reporter, LRH-1 transfected, 24 h | hit rate 0.13% among 360,000;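 active = inhibition above the mean inhibition of all tested compounds plus 3 SD, cut at about 73% in these data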;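 also: 0% = DMSO wells and 100% = reporter-only cells lacking LRH-1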
# Target sequence (O00482 whole entry, looked up): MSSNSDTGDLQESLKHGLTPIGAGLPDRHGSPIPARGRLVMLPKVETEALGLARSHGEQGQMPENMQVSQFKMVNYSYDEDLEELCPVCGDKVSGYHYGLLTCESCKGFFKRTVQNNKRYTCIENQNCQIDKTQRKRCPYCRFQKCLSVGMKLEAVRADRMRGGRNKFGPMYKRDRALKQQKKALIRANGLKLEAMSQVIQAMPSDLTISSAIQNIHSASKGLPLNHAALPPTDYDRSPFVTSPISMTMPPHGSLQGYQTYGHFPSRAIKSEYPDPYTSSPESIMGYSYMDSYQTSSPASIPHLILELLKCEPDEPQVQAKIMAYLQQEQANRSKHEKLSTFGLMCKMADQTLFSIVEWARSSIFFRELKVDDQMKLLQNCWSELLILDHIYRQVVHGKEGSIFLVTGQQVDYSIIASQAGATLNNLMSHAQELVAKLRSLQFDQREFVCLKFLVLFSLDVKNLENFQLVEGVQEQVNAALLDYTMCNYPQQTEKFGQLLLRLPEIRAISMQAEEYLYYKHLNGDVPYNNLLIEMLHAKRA
# Vif imaging: inhibitors of HIV Vif. HEK293T cells, Vif self-association by quenched fluorescence, imaging, 24 h. hit rate 0.35% among 340,000. inhibition, % at 7.49 µM; in the data active = inhibition above about 50%, passing the limit was not always enough; inconclusive = no clear call, values can overlap the other calls; inactive = below about 31%; also: some results filed as inactive read as strong as hits
# TROY signal inh: blocks TROY-dependent signaling in reporter cells; Q293 LMP1-TROYcd NF-kB luciferase reporter, 4 h; inhibition, % at 10 µM; hit rate 0.98% among 360,000; AID 1347056;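 active = compounds whose plate-normalised and pattern-corrected inhibition of the luciferase reporter signal at the single screening dose is 50% or more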
# TLR9-MyD88 inh: inhibitors of human TLR9-MyD88 binding; Q9NR96+Q99836; CHO BLA complementation TLR9-MyD88, CCF4 FRET ratio; inhibition, % at 4.98 µM; hit rate 0.21% among 340,000; AID 504734;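 active = inhibition above the mean over all tested compounds plus 3 SD, cut at about 21% in these data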;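 also: 0% = DMSO only wells and 100% = clavulanate BLA inhibitor control wells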
# NR2F2 inh: NR2F2 (human) inhibition, primary screen; HEK293T NGFI-A luciferase reporter, luminescence; P24468; inhibition, % at 8.6 µM; AID 686940; hit rate 0.7% among 370,000;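 active = inhibition above a per-plate cutoff, mean inhibition of test wells between control levels plus 3 SD, cut at about 38% in these data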;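 also: cells cotransfected with COUP-TFII expression vector driving the NGFI-A reporter; 0% = median of COUP-TF2 test wells and 100% = reporter-only cells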
# LMP1 NFkB inh: Epstein-Barr LMP1 NF-kappaB reporter inhibition. LMP1-induced NF-kappaB luciferase reporter cells, luminescence. hit rate 0.69% among 350,000. AID 504558. inhibition, % at 12.5 µM; in the data active = inhibition above about 41%; inconclusive = no clear call, values can overlap the other calls;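 also: 0% = neutral control wells and 100% = reference inhibitor control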
# TRAIL sens C8: caspase-8 TRAIL sensitization; AID 624354; NB7+C8 cells + TRAIL, ATPlite viability luminescence; inhibition (viability loss, TRAIL sensitization), % at 10 µM; hit rate 1% among 360,000;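 active = compounds causing at least 50% loss of cell viability in the single-dose screen, relative to plate controls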
# Active calls of the source: *; ? = inconclusive; . = no result given; & = joins results of further samples. The list is partial, so the mix of outcomes need not match the whole.
SMILES,NCOA3 inh,SRC1 inh,SRC2 inh,NOD2 RIPK2 PPI,LRH-1 inv ag,Vif imaging,TROY signal inh,TLR9-MyD88 inh,NR2F2 inh,LMP1 NFkB inh,TRAIL sens C8
CC(C)COC(=O)N(C)C[C@H]1OCc2cn(nn2)CCCC(=O)N([C@@H](C)CO)C[C@@H]1C,11,14,-8,-1,7,25,-11,.,-3,.,2
Cc1cc(OCC(=O)Nc2ccc(S(=O)(=O)N3CCN(C)CC3)cc2)ccc1Br,-1,-17,-8,-4,6,-3,41,-9,7,-4,-1
C/C(=N\NC(=O)c1cc(C(C)(C)C)[nH]n1)C12CC3CC(CC(C3)C1)C2,14,4,-12,9,-2,-12,-18,-2,-14,-49,4
CCOc1ccc(Cl)cc1CSc1n[nH]c(CC)n1,-37,-30,-4,5,13,-6,-6,5,-13,-8,-5
Cc1ccc(NC2CCCN(C(=O)c3ccc4[nH]ccc4c3)C2)cc1C (centres undefined),4,-13,0,-10,-11,-9,5,5,-5,-4,-7
CCOc1ccc(NS(=O)(=O)c2cc(C(=O)N3CC(C)OC(C)C3)ccc2C)cc1 (centres undefined),11,18,-8,-4,6,6,6,5,6,6,-1
Cc1ccnc(NC(=O)C23CC4CC(CC(C4)C2)C3)c1,-10,-7,17,-5,10,.,-24,-5,0,-18,8
O=C(CCC(=O)c1ccc(F)cc1)NN1C(=O)NC2(CCCCC2)C1=O,4,4,-10,6,-3,10,12,2,-15,8,-13
O=S(=O)([O-])CCC[n+]1c(SCCCS(=O)(=O)O)sc2ccc(Cl)cc21,3,-24,14,-4,4,4,5,2,-23,-5,-7
O=C(Cn1nnc2ccccc2c1=O)NCCc1ccc(Cl)cc1Cl,10,-78,1,5,-4,0,-39,-1,13,-5,-9
CC(C)Cc1cc(C(=O)N2CCC(N3CCC(C(=O)NC4CC4)CC3)CC2)n[nH]1,-9,-2,-1,5,-4,5,-4,-1,-8,-9,-5
Cc1nc2ccccc2c(=O)n1/N=C/c1cc(Br)ccc1O,2,-21,-6,-1,12,.,0,6,0,5,10
CCn1c(C)c(C2=CCN(S(=O)(=O)c3ccc(C)cc3)CC2)c2ccccc21,10,11,13,9,-13,-6,12,1,13,-1,3
O=C(c1cccc([N+](=O)[O-])c1)N1CCN(S(=O)(=O)/C=C/c2ccccc2)CC1,-11,-3,-6,-3,-8,-5,19,-4,10,-4,11
CN(C)S(=O)(=O)c1cccc(NC(=O)COC(=O)/C=C/c2ccco2)c1,14,16,8,-2,-3,2,-20,-5,7,-5,4
Cc1csc(=O)n1CC(=O)OCC(=O)NNC(=O)c1ccc([N+](=O)[O-])cc1,4,10,7,-11,21,-3,-10,4,-14,-4,-19
CCCOc1ccc(-c2nn(-c3ccccc3)cc2/C=C2\SC(=S)N(C3CCS(=O)(=O)C3)C2=O)cc1 (centres undefined),9,4,9,1,0,?,4,-5,-6,0,-3
COc1ccc(-n2c(=S)[nH]c(=O)c3cccnc32)cc1,8,-4,-19,-4,6,-5,-3,-9,-6,13,-17
O=C(CSc1nnc(Cc2ccccc2)o1)c1ccc(F)cc1,-4,-9,-14,7,13,-4,-59,7,0,-9,9
COC(=O)C1CN(C(=O)COc2ccc(Cl)cc2Cl)c2ccccc2O1 (centres undefined),10,2,0,11,-3,7,-21,6,12,0,15
CCc1ncn(CCc2ccccc2OC)c1C(C)C,.,.,14,0,24,.,-7,.,-1,.,16
CCOC(=O)CNC(=O)C1c2ccccc2C(=O)N(c2ccc(OC)cc2)C1c1ccc(OC)cc1 (centres undefined),17,4,1,2,4,-1,8,0,-9,-6,6
CC(=O)Nc1nn(CC(C)C)c2nc3ccc(C)cc3cc12,-13,3,3,-3,-4,4,-11,5,3,2,-4
CN(CCc1ccccc1)C(=O)c1cccc(NC(=O)Cc2cccc(NC(=O)C3CCCN(C(=O)C4CCCC4)C3)c2)c1 (centres undefined),14,20,3,-12,-7,-23,22,-14,8,7,14
CC(Nc1nc(N2CCCCC2)nc2ccccc12)c1ccccc1 (centres undefined),15,19,23,4,30,-5,4,9,11,-3,20

# The listing continues:
SMILES,NCOA3 inh,SRC1 inh,SRC2 inh,NOD2 RIPK2 PPI,LRH-1 inv ag,Vif imaging,TROY signal inh,TLR9-MyD88 inh,NR2F2 inh,LMP1 NFkB inh,TRAIL sens C8
C#CCOCCOCCOCCNc1nc(N2CCN(C(=O)Cn3cc(CCCCN)nn3)CC2)nc(N2CCN(C(=O)Cn3cc(CCCN=C(N)N)nn3)CC2)n1,-19,4,-3,-8,-11,-6,-2,7,-13,-1,5
Cc1cnc(NC(=O)CN2CCN(c3ccccn3)CC2)s1,11,-2,-7,-10,38,114*,-26,4,-9,-54,-15
CCCN(CCC)Cc1cc(=O)oc2cc(C)c(Cl)cc12,20,12,-15,-10,8,.,0,.,-15,.,-6
Cc1ccc(CSc2cc(C)[nH]c(=O)n2)cc1,-13,-16,-20,1,-29,14,4,9,-14,-11,1
O=C(c1ccccc1)c1ccccc1C(=O)c1ccccc1,-2&-2,9&-54,3&6,-10&-10,16&9,-3&-3,-4&-21,-1,28&4,-4,-5&-2
NS(=O)(=O)c1cccc(NC(=O)COC(=O)c2cc([N+](=O)[O-])ccc2N2CCCC2)c1,-4,-3,-24,-11,-13,-7,-3,-1,4,1,-13
COC(=O)C1=NNC(C(=O)c2ccco2)C1c1ccccc1 (centres undefined),7,-11,24,-7,-11,2,-13,-9,8,4,-15
CC(C)OCCCNC(=O)C(Cc1ccccc1)NS(=O)(=O)c1ccc2c(c1)CCC(=O)N2 (centres undefined),1,-65,-4,-11,22,-7,12,-10,-7,4,1
CCCCc1nc(SCC(=O)Nc2cccc(Cl)c2)n[nH]1,11,4,-19,-2,6,-3,15,1,-8,-7,-5
CCc1ccc(OCCOCCN2CCN(C)CC2)cc1,-6,-21,-8,-1,-7,1,-6,-4,6,-10,5
Cc1cc(=O)oc2cc(NC(=S)NNC(=O)c3c(Cl)cnn3C)ccc12,4,-2,7,-6,-1,14,-4,0,-35,10,0
COc1cccc(C(=O)N(C)CC2CCN(CCc3cccc(C(F)(F)F)c3)CC2)c1,-48,4,-9,0,-10,4,12,-3,6,7,15
Cc1ccc2c(c1)C(=O)CC(c1ccc3c(c1)OCCO3)O2 (centres undefined),-40,-15,-27,-7,-40,.,-42,5,7,0,15
Cc1cc(C)nc(N2CCC(C(=O)NC3CCCc4ccccc43)CC2)n1 (centres undefined),7,-3,-5,5,6,-8,8,-10,-9,4,-3
CC1CCN(c2nc3c(c(=O)n(C)c(=O)n3C)n2CCSc2ncccn2)CC1,2,3,-5,-5,-7,-4,5,1,-1,-4,4
CCOC(=O)COn1c(=O)c(-c2cc3ccccc3o2)[n+]([O-])c2ccccc21,-114,-104,-58,6,-105,2,-40,-2,-48,-31,39
COc1ccc2c(c1)C(C)CC(C)(C)N2C(=O)CSc1ncn[nH]1 (centres undefined),14,-3,4,-4,-22,.,-13,-5,-13,-2,-7
C[C@H]1O[C@H](O[C@H]2[C@H](O[C@@H]3CC[C@@]4(C)C(CC[C@]5(C)C4CC=C4[C@@H]6CC(C)(C)CC[C@]6(C(=O)O[C@@H]6O[C@H](CO)[C@@H](O)[C@H](O)[C@H]6O)CC[C@]45C)C3(C)C)O[C@H](C(=O)O)[C@@H](O)[C@@H]2O)[C@@H](O)[C@@H](O)[C@@H]1O (some centres undefined),19,0,11,-2,12,-1,8,-9,-7,4,-5
CN(C(=O)c1ccccc1C(=O)OCC(=O)Nc1cccc(Br)c1)c1ccccc1,-4,5,-5,6,-12,0,-10,-2,3,-7,-2
O=C1NC(=S)N/C1=C\c1cccc([N+](=O)[O-])c1,-2,-140,-2,-7,13,13,3,-15,-1,-3,9
Cc1c(Cl)cccc1NC(=S)NCC(C)C,9,5,-6,-1,4,2,3,-4,-7,6,-2
Cc1ccc(NC(=O)Cn2c3ccc(F)cc3c3nc4n(c(=O)c32)CCS4)cc1F,21,-19,22,-3,-1,-1,-1,1,2,-11,16
COc1ccc(-c2ccc3c(c2)C2CC3CCN2C(=O)C2CCCCC2)cc1 (centres undefined),8,2,17,-22,-6,.,16,-7,1,13,8
CCOC(=O)c1cc2ccc(OC)cc2oc1=O,-5,-14,-19,-4,-8,-1,-46,-28,-1,-8,40
Cc1ccc(/C=C/C(=O)c2c(C)nc3ccccn23)cc1,-59,-100,-24,-2,-177,-3,-35,-8,-44,-17,22

# Next part.
SMILES,NCOA3 inh,SRC1 inh,SRC2 inh,NOD2 RIPK2 PPI,LRH-1 inv ag,Vif imaging,TROY signal inh,TLR9-MyD88 inh,NR2F2 inh,LMP1 NFkB inh,TRAIL sens C8
O=C(O)CNS(=O)(=O)c1ccc2c(c1)C(=O)c1cc(S(=O)(=O)NCC(=O)O)ccc1-2,-8,-1,-31,-4,5,-4,15,-5,1,-4,7
c1ccc(-n2ncc3c(N4CCN(CCOc5cccc6ccccc56)CC4)ncnc32)cc1,4,7,12,-5,-6,28,29,-3,-3,-6,15
CCCCCC(=O)Nc1cc2[nH]c(=O)cc(COC)c2cc1C,-13,-2,-38,5,5,-2,-9,-5,-3,-1,9
Cc1cccc(CSc2nnc(-c3cnccn3)n2C)c1,3,-2,-6,3,-1,-8,15,-6,-1,2,6
CCOC(=O)c1c(N)sc2c(OC)c(Br)ccc12,6,-9,-8,3,-32,-4,-74,-7,-20,-12,-2
COC(=O)c1ccc(C(=O)OC)c(NC(=O)CSCc2ccccc2Br)c1,22,-9,-19,-10,-1,-9,-10,-5,-6,-1,4
CC(C)CCn1c(=S)[nH]c2ncccc2c1=O,14,-5,0,0,-1,6,-3,-2,-11,0,6
CCCCC(=O)Nc1c(O)c2ccccc2[nH]c1=O,-11,1,-2,0,-6,19,-8,5,-5,1,-4
N#Cc1ccc(NC(=S)N2CCC3CC2c2cc(-c4ccc5c(c4)OCO5)ccc23)cc1 (centres undefined),-14,-3,8,-3,-9,-3,3,.,-5,.,-11
O=C(Nc1cccnc1)C1COc2ccccc2O1 (centres undefined),9,-19,-10,-4,-23,-5,-12,-1,-11,4,2
Cc1cccc(OC(=O)c2sc(Cl)nc2C)c1,14,2,-5,-3,-13,7,4,-5,-12,12,0
Cc1cc(SCC(=O)c2ccc(O)c(O)c2)nc2ccccc12,-2,-8,-45,6,4,2,1,-10,-3,5,7
C=CCc1cc(/C=N/n2cnnc2)cc(OCC)c1O,12,-5,-25,2,14,3,-7,7,5,-4,-8
CC(=O)/C(=N/Nc1cccc(Cl)c1)Sc1nnc(C(O)c2ccccc2)n1-c1ccccc1 (centres undefined),17,1,18,-10,6,17,17,-4,1,8,-2
O=C(Nc1ccc2cn[nH]c2c1)c1c(Cl)cccc1Cl,6,-1,21,-12,7,-7,-8,-12,-7,0,13
COc1ccc(N2CCN(C(CNC(=O)C(=O)NCCc3c[nH]c4ccccc34)c3ccco3)CC2)cc1 (centres undefined),21,-5,9,3,-31,-4,28,1,4,3,21
CCn1cc(C(C)NC(=O)Nc2ccc3c(c2)OCO3)c(C)n1 (centres undefined),19,-2,-19,-15,-3,5,-10,-7,11,6,-6
